Screening data (PubChem)
RTF Ca sens act – cardiac RTF calcium sensitivity activators, primary screen, biochemical, IANBD-TnC fluorescence, EC20 calcium. AID 493008, 2010. activation, % at 7.2 µM. hit rate 0.24% among 340,000. IANBD-labeled TnC RTF fluorescence at EC20 calcium; 0% EC20 calcium, 100% full calcium;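 active = activation above the mean over all tested compounds plus 3 SD, cut at about 30% in these data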;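 note: rise in fluorescence read as greater calcium sensitivity of cardiac thin filaments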
Arr AP2 block – inhibitors of beta-arrestin/AP2 binding, primary screen, biochemical, GPCR trafficking, flow cytometry | beta-arrestin 1 C-terminal peptide binding to AP2 beta2-adaptin appendage (human) | FITC-arrestin peptide / GST-AP2 beads; AP2 beta2 appendage carries R879A mutation | inhibition, % at 10 µM | hit rate 0.31% among 340,000 | AID 504490, 2011;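 active = inhibition above a set limit, near 3 SD of compounds lacking own fluorescence, cut at about 54% in these data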;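 note: plate controls were DMSO wells for no effect and 5 µM unlabelled arrestin peptide for full effect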
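test system = AP2 appendage R879A on GSH beads | buffer or medium = PBS plus Tween 20 (0.05%) and BSA (0.1%) | incubation = 12 min plus 1 h, RT | detection = bead flow cytometry, FITC channel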
RTF Ca sens inh – cardiac RTF calcium sensitivity inhibitors, primary screen, biochemical, IANBD-TnC fluorescence, EC70 calcium; inhibition, % at 7.15 µM; Troponin I, cardiac muscle (Homo sapiens) + Troponin T, cardiac muscle (Homo sapiens) + …; IANBD-labeled cardiac RTF, Ca2+ fluorescence; hit rate 0.12% among 340,000;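 active = inhibition above the mean inhibition of all tested compounds plus 3 SD, cut at about 17% in these data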;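 note: assay run at fixed EC70 calcium of 1.6 mM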
DSG3 Ab inh – inhibitors of pemphigus antibody binding to DSG3, primary screen, biochemical, bead-based, flow cytometry, scFv-GFP; Desmoglein-3 (Homo sapiens), P32926; DSG3-coupled beads, scFv-anti-DSG3-GFP binding; active compounds read low; binding (percent of control), % at 10 µM; hit rate 0.48% among 310,000;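 active = binding more than 3 SD below its plate's average and above zero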;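 note: hits lower antibody fragment binding to DSG3; some compounds called inactive have numbers as strong as hits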
V-ATPase pH – regulators of yeast V-ATPase proton pumping, primary screen, pHLuorin cytosolic pH fluorescence. AID 504577, 2011. S. cerevisiae. hit rate 0.37% among 350,000. response, % at 10 µM; in the data active = response mostly above about 7.3%, no sharp cut-off; inactive = mostly below about 5.4%; note: actives read high; inactives centre near 0; some compounds called inactive have numbers as strong as hits; reference of the scale not given here
LANA DNA inh – inhibitors of KSHV C-LANA binding to DNA, primary screen, biochemical, fluorescence polarization, FAM-LBS DNA, MBP-C-LANA, single point; inhibition, % at 9 µM; hit rate 0.078% among 340,000;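 active = highest replicate inhibition at or above 60% at 9 µM, even if other replicates fall short; inactive = all replicates below 60% inhibition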;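 note: 0% = neutral control wells and 100% = 4 µM acridine orange control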
OPRM1-OPRD1 inv – inverse agonists of MOR-DOR heterodimerization, primary screen, cell-based, luminescence | hit rate 0.21% among 340,000 | inhibition, % at 9.3 µM | cell-based MOR-DOR heterodimer luminescence, inverse agonism; in the data active = inhibition above about 22%, passing the limit was not always enough;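 note: 0% = cells with DMSO and 100% = wells without cells with DMSO; values of inactives mirror those of a sister screen read the other way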
Target sequence (P35372 whole entry, looked up): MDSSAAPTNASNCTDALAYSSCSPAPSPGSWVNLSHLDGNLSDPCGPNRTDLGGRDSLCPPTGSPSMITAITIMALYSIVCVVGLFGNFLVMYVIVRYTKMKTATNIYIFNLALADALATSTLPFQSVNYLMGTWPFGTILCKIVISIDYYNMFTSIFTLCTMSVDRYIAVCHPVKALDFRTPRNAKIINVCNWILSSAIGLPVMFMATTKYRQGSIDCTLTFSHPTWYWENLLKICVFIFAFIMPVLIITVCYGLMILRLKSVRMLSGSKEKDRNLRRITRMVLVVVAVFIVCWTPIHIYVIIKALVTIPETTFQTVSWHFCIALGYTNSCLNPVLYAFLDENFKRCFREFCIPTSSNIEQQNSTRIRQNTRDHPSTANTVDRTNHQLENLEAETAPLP
Target sequence (P41143 whole entry, looked up): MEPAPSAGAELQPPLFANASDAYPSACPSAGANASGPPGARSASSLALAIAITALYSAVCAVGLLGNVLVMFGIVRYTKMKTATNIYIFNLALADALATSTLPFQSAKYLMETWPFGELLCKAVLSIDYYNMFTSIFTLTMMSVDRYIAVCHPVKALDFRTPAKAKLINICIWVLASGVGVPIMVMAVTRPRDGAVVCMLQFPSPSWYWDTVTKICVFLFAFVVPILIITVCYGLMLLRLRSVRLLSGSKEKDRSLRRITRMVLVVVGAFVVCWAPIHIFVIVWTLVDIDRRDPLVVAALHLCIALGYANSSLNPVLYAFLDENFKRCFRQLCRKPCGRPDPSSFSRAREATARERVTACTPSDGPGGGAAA
OPRM1-OPRD1 ag – agonists of OPRM1-OPRD1 heterodimerization, primary screen, cell-based, luminescence; hit rate 0.3% among 340,000; activation, % at 9.3 µM; Mu-type opioid receptor (Homo sapiens) + Delta-type opioid receptor (Homo sapiens), …; AID 504326, 2011; cells; in the data active = activation above about 18%;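 note: 0% = vehicle-treated cells and 100% = reference agonist; values of inactives mirror those of a sister screen read the other way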
Wnt act – Wnt/beta-catenin pathway activators, primary screen, cell-based, plate reader, single point; hit rate 1.2% among 300,000; AID 743398, 2014; activation, % at 9.35 µM; Wnt/beta-catenin reporter cell assay, activator; in the data active = activation above about 30%, passing the limit was not always enough;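 note: 0% = neutral control wells and 100% = positive control wells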
Keap1-Nrf2 PPI – Keap1-Nrf2 protein-protein interaction inhibitors, primary screen, biochemical, fluorescence polarization, single point | Kelch-like ECH-associated protein 1 (Homo sapiens), Q14145 | Keap1 Kelch-Nrf2 peptide fluorescence polarization, 1536-well | inhibition, % at 9.4 µM | hit rate 0.15% among 340,000 | AID 504523, 2011; in the data active = inhibition above about 12%;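 note: human Keap1 Kelch domain with fluorescein labeled Nrf2 9mer peptide probe; 0% = neutral control wells and 100% = peptide positive control; higher means more block of Keap1 binding to Nrf2 peptide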
Starred values were filed as active, the others as inactive; / = no result given.

The line under a structure holds: RTF Ca sens act	Arr AP2 block	RTF Ca sens inh	DSG3 Ab inh	V-ATPase pH	LANA DNA inh	OPRM1-OPRD1 inv	OPRM1-OPRD1 ag	Wnt act	Keap1-Nrf2 PPI
- CCN(CC)c1ccc(NC(=O)COC(=O)C2CCN(c3ccc(C(F)(F)F)cn3)CC2)cc1
→ -3	4	-3	101	0	-1.6	-35	5.3	1	-3
- Cc1ccc(NC(=O)CCC(=O)NNC(=O)c2cccc([N+](=O)[O-])c2)cc1C
→ 0	16	5	99	-1	-0.9	13	-2.5	/	1
- CC(Nc1cc(N2CCNCC2)ccc1[N+](=O)[O-])c1ccccc1 (centres undefined)
→ -1	12	16	106	-4	4.2	-4	0.9	/	0
- Cc1sc2ncnc(N(C)CCc3ccccn3)c2c1C
→ 1	44	-4	86	-1	0.2	4	-0.7	-1	7
- O=C(c1ccco1)N1CCN(CC(=O)N2c3ccccc3CCc3ccccc32)CC1
→ -3	-5	-10	/	-2	0.8	13	-2.6	/	0
- Cc1ccc2scc(CN3CCCC3)c2c1
→ -2	-15	-7	106	3	-3.5	3	-0.7	3	2
- COc1cccc(NC(=S)N(CCC(C)C)C2CCN(C(C)=O)CC2)c1
→ -6	30	-1	93	-3	0.1	3	-0.6	1	0
- Cc1ccc(CNS(=O)(=O)c2cc3c4c(c2)C(C)C(=O)N4CCC3)cc1 (centres undefined)
→ -4	4	0	/	1	1.4	13	-2.4	-3	-3
- Nc1nonc1-n1nnc(C(=O)N/N=C/c2ccoc2)c1-c1ccccc1
→ -6	-1	-19	114	0	-0.4	2	-0.4	0	-1
- COc1cccc(CNC(=O)C2CCN(S(=O)(=O)N3CCCC3)CC2)c1
→ 9	-1	0	101	1	1.3	-1	0.2	/	-3
- COc1cc(/C=N/N=C2/NC(=O)C(c3ccccc3)S2)ccc1O (centres undefined)
→ -2	-9	1	111	-2	1.8	9	-1.6	/	1
- O=C(NCCOc1ccccc1)c1ccccc1
→ -2	4	-4	93	8	-2.2	-12	2.2	/	-2
- CSc1ncccc1C(=O)Nc1ccncc1
→ 4	-17	-1	94	2	-2.5	7	-1.4	-1	-2
- S=c1[nH]c2ncccc2o1
→ -2	-22	1	103	-1	-0.4	3	-0.6	0	-6
- Nc1ncnc(Nc2cc(C(F)(F)F)cc(C(F)(F)F)c2)n1
→ -2	3	-1	94	5	-0.2	-21	4.3	-1	3
- Cc1noc(C)c1S(=O)(=O)N(C)C[C@H]1Oc2ccc(NC(=O)Cc3ccccc3)cc2C(=O)N([C@H](C)CO)C[C@@H]1C
→ -2	-3	-14	105	2	-2.6	6	-1.0	-6	-2
- O=C(NC1CCCCCCC1)c1ccc(F)cc1
→ -5	-1	-1	90	3	-0.3	10	-1.8	29	0
- O=S(=O)(NC1CCCCC1Nc1ccccc1)c1ccccc1 (centres undefined)
→ 3	0	-15	91	-1	-0.9	-2	0.5	-7	0
- CCCCc1nc2cc(C(=O)N3CCCCC3CCNC(C)=O)ccc2o1 (centres undefined)
→ -2	-3	-5	/	-2	-1.4	5	-1.0	4	-3
- Cc1nc2ccccc2c(-c2ccccc2)c1C(=O)c1ccccc1
→ 1	-4	3	/	-4	-0.4	-10	1.9	/	0
- CC(=O)c1cnc2c(-c3ccccc3)cnn2c1C
→ 0	0	3	97	3	0.2	6	-1.0	/	-1
- COc1ccc(/C=N/NC(=S)Nc2c(C)n(C)n(-c3ccccc3)c2=O)cc1OC
→ 6	32	-8	111	1	12	-5	0.9	-1	6
- COc1cccc(C(=O)Oc2cc3c4c(c2)C(C)=CC(C)(C)N4C(=O)C3=O)c1
→ -2	3	-6	101	7	-0.8	13	-2.2	-9	4
- COP(=O)(OC)C(Nc1ccc(Cl)cc1)c1ccccc1 (centres undefined)
→ -1	6	1	114	3	1.0	12	-2.1	5	-2
- CSc1ccccc1NC(=O)c1ccccc1N(Cc1ccccc1)S(C)(=O)=O
→ -6	-9	-1	98	-1	1.2	9	-1.6	-3	-1
- COc1ccc(CCNC(=O)c2ccc(NC3=NC4CS(=O)(=O)CC4S3)cc2)cc1OC (centres undefined)
→ -5	-7	4	91	-3	13	7	-1.4	1	-6
- O=C1c2ccccc2C(=O)C12OC2c1cccc2ccccc12 (centres undefined)
→ 4	4	-15	100	-4	0.4	8	-1.1	-2	-12
- CCCCSc1nnc(C)c(=O)[nH]1
→ 0	13	1	81	1	-0.3	13	-2.4	1	-6
- COc1cc(C2NCCC(=O)C2(C)C)cc(OC)c1OC (centres undefined)
→ 0	29	-6	97	-5	0.3	13	-2.1	/	0
- O=C(Cc1ccc(NC(=O)C2CCN(C(=O)C3CC3)CC2)cc1)Nc1cccc(C(=O)N2CCCC2)c1
→ 3	10	3	97	-1	-1.0	4	-0.8	3	-2
- CC(=O)Nc1cccc(C(=O)NC2CCCc3c2cnn3-c2ccccc2F)c1 (centres undefined)
→ -3	50	2	93	1	1.3	8	-1.6	-1	-1
- O=C(CCCn1c(=O)[nH]c2cc(Cl)ccc2c1=O)NC1CCCCCCC1
→ -4	21	0	/	3	-1.8	4	-0.6	3	-4
- O=[N+]([O-])c1cccc(S(=O)(=O)NCCOc2cccc3cccnc23)c1
→ 2	38	-8	109	-3	-2.9	4	-1.3	-1	4
- COC(=O)c1sc2nc(CSc3nc4ccc(C)cc4[nH]3)[nH]c(=O)c2c1C
→ -3	12	-5	97	0	-1.0	13	-2.7	-3	0
- Cc1ccc(C2=NN(C(=O)CCl)C(c3ccco3)C2)o1 (centres undefined)
→ 4	4	-17	125	-4	-0.3	-1	0.1	-4	-6
- CCOc1ccc2nc(N3CCC(C(=O)N4CCN(c5ncccn5)CC4)CC3)sc2c1
→ 1	9	1	109	1	0.0	11	-2.1	-2	-3
- CCc1ccc(NC(=O)N(CCN(C)C)C(C)c2cccnc2)cc1 (centres undefined)
→ -2	-2	-13	101	3	-0.3	-13	2.1	-2	-1
- C/C=C/c1ccc(OCC(=O)O)c(OC)c1
→ -2	-5	-6	98	0	-1.3	12	-2.3	1	1
- COc1ccc(-c2nc3c(c(SCC(=O)N4CCCC4)n2)COC(C)(C)C3)cc1
→ -1	1	-1	101	1	-1.1	13	-2.4	-2	2
- CCCn1nc([N+](=O)[O-])c(C(C#N)c2nc3ccccc3s2)c(Cl)c1=O (centres undefined)
→ -6	30	7	108	2	1.2	14	-2.6	/	-1
- COc1ccc(NC(=O)CN(C)C(=O)CCNC(=O)Nc2ccccc2)cc1
→ -5	0	-10	98	1	0.0	7	-1.3	1	-4
- O=C(CSc1nnc(-c2ccco2)n1-c1ccccc1)NCc1ccc2c(c1)OCO2
→ 0	-9	-6	99	-4	0.0	-2	0.5	/	3
- CCOC(=O)Cc1cc(=O)[nH]n(-c2ccccc2)c1=O
→ -9	8	7	95	-4	-0.8	14	-2.6	-4	-1
- O=c1c(Cl)c(NCc2ccccc2)cnn1C12CC3CC(CC(C3)C1)C2
→ -6	13	11	93	-3	-1.2	12	-2.0	-1	-2
- COc1ccc(S(=O)(=O)N2CCC(C(=O)NCCCn3ccnc3)CC2)cc1C
→ 6	7	-3	113	0	0.2	7	-1.3	1	-5
- COc1cc(C(=O)O)c2c(c1C)OC(=O)c1c(C)cc(O)c(C=O)c1O2
→ 9	-4	5	103	0	0.1	15	-2.9	-2	-3
- O=c1cc(CCl)nc2sc3ccccc3n12
→ -2	29	-1	/	13*	-0.9	3	-0.7	0	4
- Cc1sc2nc(CN3CCOCC3)nc(NCCc3ccccc3)c2c1C
→ -3	16	-2	107	2	-2.3	9	-1.6	/	0
- CCCc1ccc(OCC(O)CN2CCN(CCO)CC2)cc1 (centres undefined)
→ -4	-1	-1	101	1	-0.4	12	-2.6	-1	2
- CCOc1ccccc1C(=O)Oc1ccc2ccc(=O)oc2c1
→ 2	5	-5	114	0	0.4	12	-2.3	-1	0
- CC(C)CCNC(=O)c1cccc(Cl)c1
→ -4	-4	2	/	-1	-0.9	-11	1.8	-2	1
- FC(F)(F)c1ccnc(NCc2ccco2)n1
→ 5	40	-4	106	-6	0.0	2	-0.4	-2	0
- CCCCc1[nH]c(=O)c(C#N)c2c1CCCC2
→ 2	3	-3	100	-1	0.4	-7	1.2	-1	-3
- COc1cc2c(=O)n(CC3CCCO3)c(=O)n(CC(=O)Nc3ccc(F)cc3F)c2cc1OC (centres undefined)
→ 1	14	-8	99	-1	-1.5	17	-3.0	-3	1
- CCCNC(=O)/C=C/c1ccc(C(C)C)cc1
→ 11	1	0	125	3	0.0	11	-2.0	-1	-5
- CN(C)C(CNC(=O)c1ccccc1C(F)(F)F)c1ccco1 (centres undefined)
→ -5	-4	4	112	5	-0.9	-13	1.6	-2	-2
- CCc1ccc(OCC(=O)Oc2ccc([N+](=O)[O-])cc2)cc1
→ -9	10	6	114	1	-0.2	13	-2.8	0	-4
- CN(Cc1ccccc1)C(=O)CC(=O)N(C)Cc1ccccc1
→ 2	-6	6	106	1	1.3	9	-1.2	4	4
- COc1ccc2c(c1)/C(=N/OC(=O)c1cccs1)CCC2
→ -6	2	4	105	1	-1.6	-26	3.6	0	5
- CCN(C(=O)c1ccccc1F)c1nc(-c2ccc(OC)cc2)cs1
→ 1	1	4	101	2	-1.0	-9	1.9	-2	-5

(cont.)
The line under a structure holds: RTF Ca sens act	Arr AP2 block	RTF Ca sens inh	DSG3 Ab inh	V-ATPase pH	LANA DNA inh	OPRM1-OPRD1 inv	OPRM1-OPRD1 ag	Wnt act	Keap1-Nrf2 PPI
- COC(=O)c1ccc(-n2cnc3ccccc32)nc1
→ -6	-9	-15	106	-4	1.1	-1	0.1	42*	3
- CNC(=O)Nc1ccc2nc(C)oc2c1
→ 5	7	5	118	4	1.7	16	-3.0	4	1
- Oc1ccc(-c2cnc(-c3ccc(O)cc3)nc2)cc1
→ 5	-22	-24	110	4	-1.5	3	-0.7	-1	0
- CCC1CCCCN1C(=O)c1c[nH]c2ccc(S(=O)(=O)N(C)c3ccc(Cl)cc3)cc2c1=O (centres undefined)
→ -5	10	-7	95	1	-1.7	-1	0.3	/	-7
- Fc1ccccc1N1CCN(Cc2nc(-c3ccc(Cl)cc3Cl)no2)CC1
→ 4	7	-1	87	9	-2.4	5	-0.8	-3	1
- COC(=O)c1[nH]c2ccccc2c1CN1CCOCC1
→ -5	0	-9	102	-1	-0.9	9	-1.9	-1	-4
